D3 ag: agonists of human D3 dopamine receptor; 410,000 compounds, 0.58% hits; max activation, %; D3R DiscoveRx beta-arrestin cells, luminescence, 90 min; in the data active = max activation above about 30%; note: 0% is about no effect; mostly tested at two doses, the higher about 12 µM
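Agonist-mode cell screen: cells plated at 1500/well and incubated overnight at 37 °C, then exposed to library compounds for 90 min at 37 °C. Detection reagent was added for 30–60 min at room temperature, and luminescence was read.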
MmCpn inh: blocks the Methanococcus maripaludis chaperonin Mm-Cpn | 330,000 compounds, 0.031% hits | AID 504842 | purified Mm-Cpn ATPase, ADP Transcreener TR-FRET | Potency, µM (series often up to 76.9 µM), inactives show at the top dose activity, negative = inhibition, actives largely listed as inhibitors; note: potency is the fitted concentration of half-maximal effect; % is set by controls: 0 for no effect and ±100 for the full control effect; nearly all actives have a fitted effect of over 80% in size
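ATPase read-out: TR-FRET ADP immunoassay (anti-ADP Eu cryptate vs ADP-d2), ex 320 nm, em 590/665 nm; signal drops as ADP forms. Enzyme 25 nM, ATP 10 uM, 30 min at 37°C after 10 min compound preincubation.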
DRD3 antagonist: blocks the human D3 dopamine receptor; D3R cells, DiscoveRx beta-arrestin luminescence, antagonist mode; stronger effect = lower value; max response, negative = inhibition, %; 360,000 compounds, 2.5% hits; AID 652054; in the data active = max response below about -50%; inconclusive = no clear call, values can overlap the other calls; note: % is set by controls: 0 for no effect and ±100 for the full control effect; mostly tested at two doses, the higher about 12 µM
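Cells expressing the human receptor were seeded at 1500 cells/well, incubated overnight at 37 degrees C in 5% CO2, then exposed to library compounds with dopamine controls for 90 minutes at 37 degrees C before luminescent detection.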
Akt phos inh: Akt phosphorylation inhibition | Neuro2A IGF-stimulated pAkt S473 HTRF, 20 min; stronger effect = lower value | activity change, % for hits at 50 µM | 360,000 compounds, 0.32% hits; in the data active = activity change below about -80%; inconclusive = mostly about -51% to -80%; note: % is set by controls: 0 for no effect and ±100 for the full control effect
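Single-point screen (50 µM final compound) in Neuro2A cells stimulated 20 min with 6 nM IGF at 37 deg C. After lysis, Ser473-phosphorylated Akt read by HTRF (ex 330 nm, em 615/665 nm) as the 665/615 ratio.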
CCT chaperon mod: changes cytosolic chaperonin activity; purified chaperonin ATPase assay, HTRF ADP detection, 30 min; activity change, % (no concentration beside the values), hits read low; 360,000 compounds, 0.3% hits; AID 651819; in the data active = activity change below about -30%; note: % is set by controls: 0 for no effect and ±100 for the full control effect
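We incubate TRiC, 40 or 20 nM final, with library compounds at 76 uM and 10 uM ATP for 30 min at 37 °C. ADP formed is detected with Transcreener HTRF reagents after 30 min at room temperature.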
EPAC2 antag: antagonists of human EPAC2 | Q8WZA2 | EPAC2 GEF exchange of Rap1B-BODIPY-GDP, fluorescence | Potency, µM (top dose mostly 114 µM), without a hit: at the top dose activity, negative = inhibition, usual class: inhibitors | 360,000 compounds, 0.18% hits; note: potency is the fitted concentration of half-maximal effect; % is set by controls: 0 for no effect and ±100 for the full control effect; nearly all actives have a fitted effect of over 45% in size; many of its hits are not listed in these tables
Target sequence (Q8WZA2 whole entry, looked up): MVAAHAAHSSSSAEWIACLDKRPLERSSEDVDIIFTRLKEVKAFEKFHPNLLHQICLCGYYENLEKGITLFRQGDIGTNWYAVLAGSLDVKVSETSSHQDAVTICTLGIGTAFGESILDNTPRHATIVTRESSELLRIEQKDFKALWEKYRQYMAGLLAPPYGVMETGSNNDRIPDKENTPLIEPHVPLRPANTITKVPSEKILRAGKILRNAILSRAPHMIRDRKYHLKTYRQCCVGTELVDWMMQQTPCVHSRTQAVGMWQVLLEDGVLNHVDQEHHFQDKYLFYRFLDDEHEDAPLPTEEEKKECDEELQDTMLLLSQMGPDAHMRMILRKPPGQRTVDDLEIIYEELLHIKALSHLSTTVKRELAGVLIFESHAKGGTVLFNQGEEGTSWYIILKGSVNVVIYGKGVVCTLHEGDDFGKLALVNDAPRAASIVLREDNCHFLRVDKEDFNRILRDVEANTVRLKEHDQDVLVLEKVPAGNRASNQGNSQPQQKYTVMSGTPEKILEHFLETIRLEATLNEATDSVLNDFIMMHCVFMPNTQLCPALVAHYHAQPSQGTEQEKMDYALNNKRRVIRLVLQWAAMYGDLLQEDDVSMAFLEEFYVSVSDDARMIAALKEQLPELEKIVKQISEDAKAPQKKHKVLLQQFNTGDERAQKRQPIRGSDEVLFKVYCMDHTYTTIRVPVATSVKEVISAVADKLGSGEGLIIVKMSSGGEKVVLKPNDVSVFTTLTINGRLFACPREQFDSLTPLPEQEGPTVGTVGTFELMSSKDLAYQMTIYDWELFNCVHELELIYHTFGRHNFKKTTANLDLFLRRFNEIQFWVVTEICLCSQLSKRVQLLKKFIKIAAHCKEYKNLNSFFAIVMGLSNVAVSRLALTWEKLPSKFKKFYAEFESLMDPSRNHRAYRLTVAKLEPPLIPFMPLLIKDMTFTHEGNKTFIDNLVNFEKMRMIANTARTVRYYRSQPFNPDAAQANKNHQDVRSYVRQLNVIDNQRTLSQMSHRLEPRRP
EPAC2 ag: activates human EPAC2 exchange factor. 360,000 compounds, 0.079% hits. Potency, µM (series often up to 154 µM), for inactives: top-dose activation, most hits filed as activators. EPAC2 activation, biochemical qHTS; response scale: 100% = 6.5 mM cAMP response. Q8WZA2; note: potency is the fitted concentration of half-maximal effect; nearly all actives have a fitted effect of over 50% in size
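Readout is BODIPY fluorescence (480 nm excitation, 540 nm emission), which falls as labeled GDP is exchanged off Rap1B. EPAC2 at 100 nM acted on 250 nM RAP1B-BODIPY-GDP with 50 uM GDP present.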
PTHR1 ag: agonists of human PTHR1 parathyroid hormone receptor. Potency, µM (highest dose often 115 µM), for the others: at the top dose activation, usual class: activators. 410,000 compounds, 0.075% hits. HEK293 GP2 PTHR1 cells, GloSensor cAMP luminescence, 1 h. AID 743266. Q03431; note: potency is the fitted concentration of half-maximal effect; nearly all actives have a fitted effect of over 55% in size; some results filed as inactive show a strong effect at the top dose; inactives centre near -15; many of its hits are not listed in these tables
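HEK-293-derived GP2 cells expressing PTHR1 and a GloSensor cAMP reporter, 3,000/well, plated overnight, given luciferin plus IBMX (each 0.5 mM as added) for 1 h at 37 °C, then compound for 1 h at 37 °C. Luminescence was read after 15 min at room temperature.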
Starred values were filed as active, the others as inactive; i = inactive; u = inconclusive; x = not tested or not shown; [ ] = remark or other dose. Unless noted, calls come from the whole dose curve; as a rule, active = well fitted curve in the direction sought with a large enough effect; inconclusive = small, poorly fitted or top-dose-only effect, or another doubt; inactive = no such curve, though single readings can be large; an effect the other way counts as inactive or inconclusive. These rows are one share of the data, so the mix of outcomes need not match the whole.

SMILES	D3 ag	MmCpn inh	DRD3 antagonist	Akt phos inh	CCT chaperon mod	EPAC2 antag	EPAC2 ag	PTHR1 ag
COC(=O)C(Cc1ccc(OC(=O)c2ccccc2C)cc1)N1Cc2ccccc2C1=O (stereo not drawn)	-7	1%	-15	i	-1.4	8%	8%	-14%
O=C(NCCCn1ccnc1)C(=O)NCC1OCCCN1S(=O)(=O)c1ccc(F)cc1 (stereo not drawn)	-2	0%	-7	i	1.1	11%[57.1 µM]	19%	i
COc1ccccc1N1CCN(C(=O)C2CC=CCC2C(=O)O)CC1 (stereo not drawn)	-18	0%	u	i	0.9	6%[57.1 µM]	-11%	i
Cc1ccc(-c2ccnc(=S)[nH]2)cc1	-7	0%	-14	i	-1.6	-5%	10%	i
CC(=O)NC(CC(=O)OC(C)C(=O)Nc1ncc(Cl)cc1Cl)c1ccccc1 (stereo not drawn)	-4	2%	10	i	-3.1	1%	3%	-14%
O=C(NN1C(=O)/C(=C/c2cccs2)SC1=S)c1cccnc1	0	2%	-1	i	-0.4	3%	6%	-2%
COc1cc(C2c3cc4c(cc3OC(C)(N3CCCC3)C2C)OCO4)cc(OC)c1OC (stereo not drawn)	-14	x	-21	i	-0.2	10%	6%	-22%
COC(C/C=C/[C@H](O)COCc1ccccc1)OC	27	2%	-18	i	0.1	17%	7%	-12%
Cc1cccc(C)c1NC(=O)C1(C)CSCC(=O)N1Cc1cccs1 (stereo not drawn)	-2	x	-3	i	x	-3%	0%	-15%
Cc1cc(C(=O)N/N=C/c2ccccn2)n[nH]1	2	2%	-6	i	-0.4	12%	2%	-33%[inhibitor]
Cc1nc2nc(SCc3ccccc3)nn2c(C)c1C	-1	2%	10	i	-0.1	7%	-3%	-23%
Cc1nc(C(F)(F)F)ccc1C(=O)N1CCC1(C)C(=O)NS(=O)(=O)c1c(C)noc1C (stereo not drawn)	3	x	21	i	-0.8	-5%	-3%	i
Cc1cc(NCCCN2CCOCC2)n2c(nc3ccccc32)c1C#N	2	-3%	-25	i	-6.4	1%	-4%	i
Cc1nc2c(C)cccn2c(=O)c1NC(=O)c1ccc2c(c1)OCO2	3	0%	23	i	3.2	1%	-2%	i
CCOC(=O)c1cc(-c2csc(-c3ccc(C(F)(F)F)cc3)n2)on1	11	0%	9	i	2.1	-2%	-14%	i
COc1cccc(/C(O)=C2/C(=O)C(=O)N(CCN3CCOCC3)C2c2cccs2)c1 (stereo not drawn)	-3	0%	-13	i	-1.8	0%	-1%	-7%
CCCCCn1c(=O)[nH]c2cc(C(=O)NCCCN3CCCCC3)ccc2c1=O	-1	1%	-9	i	-0.2	1%	1%	i
Cc1ccc2nc(SCC(=O)NCc3ccc(S(N)(=O)=O)cc3)[nH]c2c1	6	-1%	8	i	-6.6	4%	5%	i
CC(=O)Nc1ccc(NC(=O)COc2ccc(Br)cc2C)cc1	2	0%	18	i	0.0	5%	-3%	-5%
Nn1c(SCc2ccccc2)nnc1-c1ccccn1	1	-2%	-16	x	-5.6	-11%	6%	i
COCCCNS(=O)(=O)c1ccc(C)cc1	0	-3%	2	i	-1.8	-6%	5%	i
COc1ccc(NC(=O)c2ccc(S(=O)(=O)N3CCCCC3)cc2)cc1OC	-4	0%	-10	i	-0.7	-13%	3%	-93%[inhibitor]
O=C(CN(C(=O)c1csnn1)c1ccccc1Cl)NC1CCCC1	2	1%	4	i	-1.6	0%	8%	i
CCOC(=O)CCNC(=O)Nc1cc2nc(C)n(Cc3cccc(Cl)c3)c2nc1C	-5	0%	-20	i	-0.5	9%	-3%	i
COc1cc(C=O)ccc1OCCOc1ccccc1[N+](=O)[O-]	-2	0%	-62*	i	-0.6	0%	-1%	i
N=C1SC(c2ccccc2)C(=O)N1c1ncc(Cc2ccccc2)s1 (stereo not drawn)	-7	-3%	-56*	i	0.3	-10%	-12%	i
Cc1cc(NS(=O)(=O)c2ccc(NC(=O)C3CCCCC3)cc2)no1	1	-1%	10	i	-2.9	-13%	6%	-19%
COc1cc(C)c(CN2CCC(n3nccc3NC(=O)C3CCOC3)CC2)cc1C (stereo not drawn)	-20	-4%	13	i	-1.3	8%	-4%	-23%
COc1cc(/C=N/NC(=O)c2cccc(S(=O)(=O)N3CCCC3)c2)ccc1O	-3	-5%	19	i	1.0	-3%	7%	-10%
Cc1ccc(NS(=O)(=O)c2ccc(C(=O)NCc3ccc(S(N)(=O)=O)cc3)cc2)cc1	0	0%	-14	i	-3.8	-9%	3%	-33%[inhibitor]

3 compounds from above, showing only CCT chaperon mod and PTHR1 ag:
SMILES	CCT chaperon mod	PTHR1 ag
Cc1cc(C(=O)N/N=C/c2ccccn2)n[nH]1	-0.4	-33%[inhibitor]
COc1cc(C2c3cc4c(cc3OC(C)(N3CCCC3)C2C)OCO4)cc(OC)c1OC (stereo not drawn)	-0.2	-22%
COC(C/C=C/[C@H](O)COCc1ccccc1)OC	0.1	-12%

The list goes on:
SMILES	D3 ag	MmCpn inh	DRD3 antagonist	Akt phos inh	CCT chaperon mod	EPAC2 antag	EPAC2 ag	PTHR1 ag
COc1ccc(OC)c(Nc2ncnc3c2cnn3-c2cccc(C)c2)c1	-6	-6%	24	x	1.3	-13%	19%	22%[57.5 µM]
CC(=O)N1CCC(C(=O)N2CCN(S(=O)(=O)c3cccs3)CC2)CC1	6	0%	13	i	0.6	24%	-4%	i
Cc1onc(C(=O)NN)c1-c1csc(COc2ccc(Cl)cc2)n1	44*	0%	4	i	-2.1	2%	7%	-33%[inhibitor]
O=C(NCc1ccccn1)C(=O)NN=C1CCCCCCCCCCC1	14	1%	8	i	-1.1	-1%	5%	i
CCCN(CC1CC1)S(=O)(=O)c1ccc(-n2cnnn2)c(OC)c1	0	0%	-6	i	0.3	-6%	5%	-46%[inhibitor]
COc1cc(CN(C)CC(=O)c2[nH]c(C)c(C(C)=O)c2C)ccc1OC(F)F	-3	2%	5	i	-2.9	-7%	9%	-19%
CCOC(=O)c1nc(N2CCN(C(=O)OCC)CC2)c2c3c(sc2n1)CCCC3	26	-3%	17	i	-1.0	-4%	10%	-19%
COc1ccc(NC(=O)Nc2ccc(Br)c(C)c2)cc1	-7	0%	-5	i	-2.1	-6%	4%	-23%
CC1CN(C(=O)c2cc3c(=O)n4ccccc4nc3s2)CC(C)O1 (stereo not drawn)	0	-3%	-9	i	-3.0	2%	-7%	-3%
C/C(N)=C(/C#N)C(=O)COC(=O)c1cccc(O)c1	14	-3%	0	i	-2.9	4%	0%	-8%
O=S1(=O)CC(N2CCSCC2)CN1Cc1cn(Cc2ccc(C(F)(F)F)cc2)nn1 (stereo not drawn)	2	x	32	i	0.0	7%	-7%	-23%
COc1ccc(CCN2CC(=O)NC(=O)C2)cc1OC	3	x	70	i	-0.6	-2%	3%	i
CCOC(=O)[C@@H]1[C@H]2COc3ccccc3[C@@H]2N2C(=O)N(c3cccc(Cl)c3)C(=O)[C@]12C	6	0%	2	i	-1.3	-8%	10%	-27%
CNCC(=O)Nc1ccc(Cl)c(C(F)(F)F)c1	-13	1%	-5	i	1.1	3%	3%	21%
Cn1nnnc1SCC(=O)NNC(=O)c1ccc(Br)cc1	-3	-25%	-8	i	0.2	3%	16%	i
CC(=O)Nc1nnc(CSCc2ccc(F)cc2)s1	3	1%	-51*	i	-4.4	5%	12%	i
Cc1ccc(N(C(C)C(=O)Nc2cccc(N(C)S(C)(=O)=O)c2)S(C)(=O)=O)cc1 (stereo not drawn)	-3	-5%	18	i	-3.0	-4%	9%	-9%
Cc1cccc(S(=O)(=O)N(C)C[C@H]2OCc3cnnn3CCCC(=O)N([C@H](C)CO)C[C@@H]2C)c1	4	x	21	i	-4.1	-15%	5%	-16%
O=C(COC(=O)c1cc(Cl)ccc1O)Nc1ccc2c(c1)OCCO2	2	-4%	10	i	-2.9	3%	4%	-39%[inhibitor]
CCN(C(=O)CN1CCN(c2cccc(C(F)(F)F)c2)CC1)c1c(N)n(Cc2ccccc2)c(=O)[nH]c1=O	-6	1%	2	i	-0.3	-21%	-4%	i
CCN(CC)CCNC(=O)Cn1ncc2ccccc2c1=O	2	1%	-20	i	2.0	1%	9%	i
CNC(=S)N(CCc1c(C)[nH]c2ccc(Cl)cc12)Cc1cc(OC)c(OC)c(OC)c1	6	-2%	2	i	-1.5	2%	12%	-42%
CN(CC(=O)Nc1cccc(F)c1)CC(=O)Nc1ccccc1-c1ccccc1	-7	2%	-23	i	-2.8	-15%	1%	-18%
O=C(O)c1cccc(Cn2c(Cl)c(/C=N/NC(=O)c3ccccc3)sc2=O)c1	3	3%	30	i	-5.0	14%	2%	-18%[57.5 µM]
Cc1[nH]n(-c2ccccc2)c(=O)c1C=Nc1cccc2cccnc12	-20	1%	-87*	i	-1.7	-6%	5%	i
CCCC1C2C(=O)N(c3cccc(C)c3)C(=O)C2ON1c1ccccc1 (stereo not drawn)	5	-4%	-4	i	-0.6	-3%	13%	i
Cc1cccc(OCc2nc3ccccc3c(=O)n2N)c1	5	2%	6	i	1.6	8%	0%	-10%[57.5 µM]
CC(C)=CCN1CCN(CCCn2cccn2)CC1CCO (stereo not drawn)	-8	0%	-23	i	1.0	-2%	3%	16%
CCOc1ccc(N(CC(=O)Nc2ccccc2C(=O)N2CCCC2)S(C)(=O)=O)cc1	9	1%	8	i	-0.7	5%	-6%	i
CCCCCCn1c(=O)n2n(c1=O)[C@@H]1CN(S(=O)(=O)c3ccc(C)cc3)C[C@]1(O)[C@@H](OC(=O)Nc1cccs1)C2	-13	x	-24	i	-0.4	-20%	3%	-18%
O=[N+]([O-])c1ccccc1OCCCN1CCc2ccccc2C1	-21	-3%	-103*	i	-4.2	0%	2%	-10%
Cc1ccc(CNC(=O)c2ccc(N3CCC4(CC3)CC(c3ccccc3)=NO4)c(NC(=O)c3ccc(Cl)c([N+](=O)[O-])c3)c2)cc1	-21	0%	-24	i	-5.1	12%	2%	-11%

Compound activity: PubChem BioAssay, National Center for Advancing Translational Sciences (NCATS)
